Assay outcomes (PubChem)
UHRF1 binding: human UHRF1 methylated DNA binding inhibitors; 370,000 compounds, 0.75% hits; AID 687016; Q96T88; inhibition, % at 4.4 µM; UHRF1 binding to methylated oligo, TR-FRET; in the data active = inhibition above about 21%;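 note: UHRF1 SRA domain binding a hemimethylated CpG hairpin DNA probe; 0% = median of test compound wells and 100% = reference inhibitor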
GC-B act: GC-B (human) receptor activation. activation, % at 10 µM. 370,000 compounds, 0.11% hits. AID 1920062. P20594. HEK293-GC-B cells, CNP EC30, cGMP TR-FRET; 0% at EC30 CNP, 100% saturating CNP;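 active = activation at 10 µM reaching about 35% in either raw or pattern-adjusted values, limit read from the data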
Target sequence (P20594 whole entry, looked up): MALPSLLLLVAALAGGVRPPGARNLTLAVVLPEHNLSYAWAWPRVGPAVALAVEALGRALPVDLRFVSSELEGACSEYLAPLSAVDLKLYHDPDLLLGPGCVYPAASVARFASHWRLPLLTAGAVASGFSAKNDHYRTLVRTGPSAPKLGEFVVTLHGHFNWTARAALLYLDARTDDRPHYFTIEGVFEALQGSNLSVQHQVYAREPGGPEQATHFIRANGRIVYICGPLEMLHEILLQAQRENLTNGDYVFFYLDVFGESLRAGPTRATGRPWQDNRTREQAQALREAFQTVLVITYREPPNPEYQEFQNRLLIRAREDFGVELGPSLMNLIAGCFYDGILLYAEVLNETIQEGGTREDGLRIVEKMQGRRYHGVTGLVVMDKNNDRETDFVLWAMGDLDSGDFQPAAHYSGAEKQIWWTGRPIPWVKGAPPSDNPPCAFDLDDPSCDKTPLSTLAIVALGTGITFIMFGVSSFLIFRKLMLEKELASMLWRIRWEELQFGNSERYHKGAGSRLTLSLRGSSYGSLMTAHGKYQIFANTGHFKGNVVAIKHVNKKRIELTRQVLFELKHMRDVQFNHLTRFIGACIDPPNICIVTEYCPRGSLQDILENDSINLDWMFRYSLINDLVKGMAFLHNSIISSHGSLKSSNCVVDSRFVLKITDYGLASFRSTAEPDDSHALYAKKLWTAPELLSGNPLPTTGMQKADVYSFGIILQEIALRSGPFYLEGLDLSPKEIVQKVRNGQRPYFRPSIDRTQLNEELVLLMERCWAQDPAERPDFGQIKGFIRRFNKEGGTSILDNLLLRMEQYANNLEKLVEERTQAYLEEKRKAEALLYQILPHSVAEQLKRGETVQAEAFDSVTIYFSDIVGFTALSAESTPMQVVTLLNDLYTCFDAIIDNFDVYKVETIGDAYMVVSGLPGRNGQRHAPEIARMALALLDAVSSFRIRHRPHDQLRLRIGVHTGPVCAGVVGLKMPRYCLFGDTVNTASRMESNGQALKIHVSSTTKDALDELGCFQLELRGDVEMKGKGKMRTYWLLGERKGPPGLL
HTRA1 inh: blocks human HTRA1 serine peptidase. AID 504803. recombinant HTRA1, FP-rhodamine activity-based probe, fluorescence polarization. inhibition, % at 5.96 µM. 340,000 compounds, 0.5% hits; in the data active = inhibition above about 36%;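 note: 0% = enzyme with DMSO and 100% = wells lacking enzyme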
MBD2 inh: inhibitors of human MBD2 binding to methylated oligonucleotide; 370,000 compounds, 0.31% hits; AID 686964; TR-FRET; inhibition, % at 4.4 µM; in the data active = inhibition above about 13%
PRMT1 inh: PRMT1 (human) inhibition, primary screen | Q99873 | recombinant PRMT1, activity-based probe fluorescence polarization | inhibition, % at 2.79 µM | 370,000 compounds, 1.3% hits | AID 652257;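 active = inhibition above about 21% made by adding two undisclosed values, limit read from the data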
ABHD4 inh: ABHD4 (mouse) inhibition, primary FP screen | Q8VD66 | AID 720543 | 370,000 compounds, 0.54% hits | inhibition, % at 8.92 µM | purified mABHD4, FP-Rh probe fluorescence polarization;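 active = inhibition exceeding the mean over every tested compound plus 3 SD, cut at about 30% in these data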;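 note: 0% = plate median of compound wells and 100% = S159A mutant with DMSO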
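Material: mouse ABHD4 enzyme, wild type; Benchmarks: S159A mutant high control, sample median low control; Buffer or medium: HEPES pH 7.0, NaCl, Pluronic buffer; Signal: fluorescence polarization; Read-out: percent inhibition of probe binding, normalized to plate controls; Timing: pre-incubation 45 min, probe exposure 60 min, at 25 °C; Dosing: 8.92 µM, single dose.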
GC-A act: GC-A (human) enzyme activation. activation, % at 10 µM. HEK293 GC-A cells, cGMP TR-FRET, EC30 ANP; 0% at EC30 ANP, 100% saturating ANP. P16066. 370,000 compounds, 0.14% hits. AID 1671463; in the data active = activation above about 40%
SIAE inh: inhibitors of human sialic acid acetylesterase SIAE. SIAE FP-Rh probe binding, fluorescence polarization. inhibition, % at 9.66 µM. AID 1053197. 370,000 compounds, 0.69% hits. Q9HAT2;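 active = inhibition above a cutoff: mean of compounds within the control limits plus 3 SD of those, cut at about 17% in these data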;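 note: 0% = plate median of compound wells and 100% = probe without SIAE protein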
rCAG binder: r(CAG) repeat RNA binding | TO-PRO-1 dye displacement fluorescence | inhibition, % at 3 µM | 370,000 compounds, 1.3% hits;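 active = inhibition above the plate cutoff, the mean of all test compounds on that plate plus 3 SD, cut at about 35% in these data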;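 note: 0% = DMSO alone and 100% = 100 µM mitoxantrone as full dye displacement; higher means more dye released from RNA so lower well fluorescence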
TCR-CD3 inh: inhibitors of human TCR-CD3 interaction; TAMRA-labeled TCR probe fluorescence, biochemical; inhibition, % at 9.4 µM; 360,000 compounds, 0.37% hits; in the data active = inhibition above about 19%;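 note: recombinant mutant TCR 2C K166C tagged with TAMRA read by polarization; 0% = receptor in buffer alone and 100% = receptor with positive control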
The depositor's hits bear a star; · = not tested or not shown. A portion of the library; rates above refer to the full screens.

Codes: A = UHRF1 binding; B = GC-B act; C = HTRA1 inh; D = MBD2 inh; E = PRMT1 inh; F = ABHD4 inh; G = GC-A act; H = SIAE inh; I = rCAG binder; J = TCR-CD3 inh
CCOC(=O)c1c(NC(=O)CN2C(=O)C(=O)N(CC(C)C)C2=O)sc(C)c1CC
  A: 0; B: -1; C: -5; D: -1; E: -4; F: 3; G: 1; H: 0; I: -1; J: -1

O=C(NCc1ccco1)c1ccc(S(=O)(=O)N2CCOCC2)cc1
  A: 12; B: 4; C: 11; D: 0; E: 11; F: -3; G: 3; H: 6; I: 16; J: 3

CSc1ccccc1OCc1cc(C(=O)N(C)Cc2ccc(C)o2)no1
  A: 0; B: 4; C: -23; D: -3; E: 25*; F: -15; G: 5; H: 5; I: -1; J: 1

C/C(=N\NC(=O)CCc1c[nH]c2ccccc12)c1cccc([N+](=O)[O-])c1
  A: 2; B: -1; C: 1; D: 2; E: 5; F: -2; G: 7; H: 0; I: 9; J: -6

COC(=O)C(CC(=O)O)NCc1ccco1 (stereo not given)
  A: 0; B: -3; C: 0; D: 5; E: 2; F: 8; G: 0; H: 4; I: -2; J: -9

COc1ccccc1C(c1nnnn1C(C)(C)C)N1CCN(C(=O)c2ccco2)CC1 (stereo not given)
  A: 7; B: -2; C: -5; D: 4; E: 4; F: -1; G: 0; H: -5; I: -5; J: 2

CCCCNC(=O)NCC1CCN(Cc2ccc(OC)cc2)CC1
  A: 2; B: -2; C: ·; D: -3; E: -3; F: -1; G: 1; H: -1; I: 1; J: ·

Clc1ccc(Br)cc1-c1nc(-c2ccncc2)no1
  A: -3; B: -5; C: -3; D: 2; E: -3; F: -4; G: -4; H: 8; I: -1; J: 2

CCN1CCN(C(=O)c2cc(=O)c3cc(C)ccc3o2)CC1
  A: 0; B: -1; C: 0; D: 3; E: 3; F: 4; G: -1; H: 2; I: -4; J: -5

COc1ccccc1C(=O)C1CCCN(C(=O)c2ccc3c(c2)OCCO3)C1 (stereo not given)
  A: 2; B: 2; C: 8; D: -3; E: -3; F: 2; G: 1; H: 0; I: -6; J: 1

CCc1nnc(NC(=O)CCC(=O)N2CCN(Cc3ccccc3)CC2)s1
  A: 3; B: 2; C: 2; D: 1; E: 0; F: 1; G: 1; H: -7; I: -9; J: -3

COc1ccc(C(CNC(=O)c2ccc(-c3ccccc3Cl)o2)N2CCOCC2)cc1 (stereo not given)
  A: -2; B: -18; C: -29; D: -3; E: 0; F: -6; G: -13; H: -2; I: -9; J: 6

O=C(COC(=O)c1cc([N+](=O)[O-])ccc1Cl)NC1CCCC1
  A: -1; B: -4; C: 4; D: 3; E: 3; F: 2; G: 5; H: 11; I: -4; J: -7

Cn1c(N)c(C(=O)COC(=O)CSc2cccc3cccc(Cl)c23)c(=O)n(C)c1=O
  A: 2; B: 0; C: 2; D: 5; E: 5; F: 7; G: 1; H: 4; I: 5; J: -8

O=C(COc1ncnc2scc(-c3ccc(F)cc3)c12)NCc1ccco1
  A: 1; B: -10; C: -12; D: -3; E: 5; F: -4; G: -3; H: 0; I: 5; J: 5

COc1ccc(NC(=O)c2ccc(Cl)c(S(=O)(=O)N3CCc4ccccc4C3)c2)cn1
  A: 2; B: 1; C: -41; D: 9; E: 13; F: -85; G: -6; H: -42; I: 8; J: -5

CCOC(=O)C1(CCOc2ccccc2)CCN(Cc2ccc3nonc3c2)CC1
  A: -3; B: -6; C: -5; D: 0; E: -4; F: 1; G: -1; H: 0; I: -6; J: 2

COc1cc(Cl)c(C)cc1NC(=O)COC(=O)c1cnc(C)cn1
  A: 12; B: 0; C: 3; D: 4; E: 2; F: -3; G: -2; H: -3; I: 1; J: 2

CCCCNC(=O)C1(C)CCCCN1C(=O)c1ccno1 (stereo not given)
  A: -1; B: 2; C: ·; D: -4; E: 2; F: 1; G: 3; H: 0; I: 3; J: 4

CCCCCc1c(-c2ccc(Br)cc2)ncn1CCc1ccccc1OC
  A: -1; B: -4; C: ·; D: -6; E: -2; F: -2; G: -4; H: -5; I: 3; J: 2

OCCC1CN(CC2CCCCC2)CCN1CC1CCCCC1 (stereo not given)
  A: 5; B: -6; C: 3; D: -5; E: -6; F: -4; G: 5; H: 3; I: -8; J: -6

CN1c2ccccc2C(=O)C(=C2SCCCS2)S1(=O)=O
  A: -1; B: 7; C: 4; D: -8; E: -4; F: -7; G: 1; H: 7; I: 0; J: -1

CSc1ccc(OCC(=O)Nc2ccc(N3CCOCC3)c(Cl)c2)cc1
  A: 4; B: -4; C: -11; D: 9; E: 6; F: -9; G: 0; H: 1; I: -6; J: 0

O=C(CCc1ccccc1)N[C@H]1[C@H](OCc2ccccc2)CCC[C@@]12C(=O)N(Cc1ccccc1)c1ccc(-c3cnccn3)cc12
  A: 1; B: 5; C: ·; D: 2; E: -1; F: -16; G: 0; H: -13; I: 10; J: ·

O=C1CCCc2nc(NCc3ccco3)ncc21
  A: -2; B: -2; C: 5; D: 1; E: -1; F: 3; G: 1; H: 6; I: -2; J: 5

COc1ccc(CN(C)CC(=O)Nc2ccccc2-c2ccccc2)c(OC)c1
  A: 0; B: -15; C: -20; D: 0; E: -4; F: 3; G: -47; H: 4; I: -9; J: 3

O=C(Cn1c(C(=O)N2CCN(C3CCCCC3)CC2)cc2sccc21)c1ccccc1
  A: 0; B: -5; C: -17; D: 10; E: 6; F: 6; G: -13; H: -3; I: 2; J: 0

CC1CCCCN1C(=O)C1CCN(c2nc(-c3ccccc3)nc3c2CCC3)CC1 (stereo not given)
  A: -1; B: -4; C: -7; D: 1; E: -1; F: -2; G: -2; H: 4; I: -3; J: 11

CC(C)COC(=O)N(C)c1ccc(C(O)(C(F)(F)F)C(F)(F)F)cc1
  A: 1; B: 3; C: -6; D: -1; E: 2; F: -35; G: 0; H: 3; I: -7; J: -4

Cc1ccccc1CC(=O)N1CCCc2ccccc21
  A: 1; B: 6; C: 1; D: -4; E: -1; F: 4; G: -2; H: -1; I: -3; J: 4

Some of the entries so far, comma-delimited.
SMILES,UHRF1 binding,GC-B act,HTRA1 inh,MBD2 inh,PRMT1 inh,ABHD4 inh,GC-A act,SIAE inh,rCAG binder,TCR-CD3 inh
CCCCNC(=O)C1(C)CCCCN1C(=O)c1ccno1 (stereo not given),-1,2,·,-4,2,1,3,0,3,4
CCCCCc1c(-c2ccc(Br)cc2)ncn1CCc1ccccc1OC,-1,-4,·,-6,-2,-2,-4,-5,3,2
OCCC1CN(CC2CCCCC2)CCN1CC1CCCCC1 (stereo not given),5,-6,3,-5,-6,-4,5,3,-8,-6
CN1c2ccccc2C(=O)C(=C2SCCCS2)S1(=O)=O,-1,7,4,-8,-4,-7,1,7,0,-1
CSc1ccc(OCC(=O)Nc2ccc(N3CCOCC3)c(Cl)c2)cc1,4,-4,-11,9,6,-9,0,1,-6,0
O=C(CCc1ccccc1)N[C@H]1[C@H](OCc2ccccc2)CCC[C@@]12C(=O)N(Cc1ccccc1)c1ccc(-c3cnccn3)cc12,1,5,·,2,-1,-16,0,-13,10,·
O=C1CCCc2nc(NCc3ccco3)ncc21,-2,-2,5,1,-1,3,1,6,-2,5
COc1ccc(CN(C)CC(=O)Nc2ccccc2-c2ccccc2)c(OC)c1,0,-15,-20,0,-4,3,-47,4,-9,3
O=C(Cn1c(C(=O)N2CCN(C3CCCCC3)CC2)cc2sccc21)c1ccccc1,0,-5,-17,10,6,6,-13,-3,2,0

Further records.
Codes: A = UHRF1 binding; B = GC-B act; C = HTRA1 inh; D = MBD2 inh; E = PRMT1 inh; F = ABHD4 inh; G = GC-A act; H = SIAE inh; I = rCAG binder; J = TCR-CD3 inh
C=CCN(C(=O)c1ccc2c(c1)nnn2C)c1ccccc1
  A: -1; B: -1; C: 2; D: -2; E: -4; F: 0; G: -4; H: 10; I: -3; J: 1

CC1CCCCN1C(=O)CSc1nnc(-c2cccs2)o1 (stereo not given)
  A: -4; B: 0; C: -3; D: 1; E: -4; F: 2; G: 2; H: -2; I: 3; J: 1

COc1ccc(OC)c2c(C)cc(N3CCN(C(=O)c4ccc(C)cc4)CC3)nc12
  A: -1; B: 5; C: 0; D: -2; E: -1; F: -2; G: -3; H: -5; I: -3; J: -1

COc1ccc(N2C(=O)C(Cc3ccccc3)NC2=S)cc1 (stereo not given)
  A: -2; B: -5; C: -1; D: 1; E: -2; F: -2; G: 2; H: 2; I: 1; J: 9

CCOC(=O)CCCC(=O)N1CCOCCOCCOCC1
  A: -3; B: 2; C: 1; D: 1; E: -6; F: 2; G: 2; H: 0; I: 2; J: -5

COc1cc2ccccc2cc1C(=O)NC(=S)Nc1nnn(C)n1
  A: 3; B: 0; C: 3; D: 4; E: 0; F: 6; G: 0; H: 4; I: 1; J: 0

c1ccc2c(c1)N1CCN=C1N2CCN1CCCCC1
  A: 0; B: 1; C: 7; D: -1; E: 0; F: 2; G: 0; H: -9; I: 1; J: 1

COC(=O)c1ccc(CN2CCC(n3nccc3NC(=O)C3CC3)CC2)cc1
  A: -2; B: 1; C: 3; D: -4; E: 2; F: -4; G: 1; H: -7; I: -3; J: 8

COc1cccc(CNC(=O)C2CCN(S(=O)(=O)c3ccc4c(c3)OCCO4)CC2)c1
  A: 0; B: 1; C: -3; D: 4; E: 3; F: -5; G: 2; H: -8; I: -4; J: -6

CCOc1ccccc1-c1nc(-c2cc3ccc(C)cc3[nH]c2=O)no1
  A: -2; B: 5; C: -1; D: -3; E: -3; F: -11; G: 4; H: -10; I: 4; J: -3

Cc1cccc(NC(=O)c2ccccc2Br)n1
  A: -2; B: 6; C: 7; D: 4; E: -3; F: 0; G: 3; H: -1; I: 2; J: 5

CCN(CC)c1ccc(C2CC(=O)Nc3cc(OC)c(OC)cc32)cc1 (stereo not given)
  A: 2; B: -1; C: 11; D: 5; E: 3; F: -6; G: -3; H: 6; I: -3; J: 9

COc1cc(OC)c2c(=O)cc(-c3cccnc3)oc2c1
  A: -7; B: -7; C: 4; D: 3; E: 0; F: -3; G: 1; H: -16; I: 4; J: 7

COc1ccc(C2C(C#N)=C(N)Oc3n[nH]c(C)c32)cc1CN1CCN(c2ccc(F)cc2)CC1 (stereo not given)
  A: -5; B: -7; C: -1; D: -2; E: 1; F: -1; G: -9; H: -1; I: 1; J: -3

CCC(C(=O)Nc1ccccc1OC)n1c(C(=O)OC)cc2ccsc21 (stereo not given)
  A: 2; B: -16; C: -30; D: -1; E: -1; F: -7; G: -30; H: -5; I: -3; J: -2
